# Screening results from PubChem BioAssay.
# UBC13 inh: UBC13 polyubiquitin chain formation inhibitors, primary screen, biochemical, TR-FRET, uHTS | Ubiquitin-conjugating enzyme E2 N (Homo sapiens), P61088 | inhibition, % at 20 µM | 330,000 tested, 0.47% active; in the data active = inhibition above about 45%, passing the limit was not always enough
# Target sequence (P61088 whole entry, looked up): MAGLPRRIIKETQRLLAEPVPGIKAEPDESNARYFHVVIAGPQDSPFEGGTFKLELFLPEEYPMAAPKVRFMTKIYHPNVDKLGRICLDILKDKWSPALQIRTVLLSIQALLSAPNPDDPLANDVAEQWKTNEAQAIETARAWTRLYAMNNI
# SENP6 block: SENP6 protease inhibitors, primary screen, biochemical, luminescence, uHTS | Recombinant SENP6 catalytic domain, aminoluciferin luminescence | inhibition, % at 10 µM | 330,000 tested, 1.8% active | AID 2599, 2010;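 active = inhibition above about 50% at the single tested dose, limit read from the data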;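 also: plate controls were DMSO wells with enzyme for no effect and DMSO wells lacking enzyme for full effect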
# Target sequence (Q9GZR1 628-1112 limits assumed): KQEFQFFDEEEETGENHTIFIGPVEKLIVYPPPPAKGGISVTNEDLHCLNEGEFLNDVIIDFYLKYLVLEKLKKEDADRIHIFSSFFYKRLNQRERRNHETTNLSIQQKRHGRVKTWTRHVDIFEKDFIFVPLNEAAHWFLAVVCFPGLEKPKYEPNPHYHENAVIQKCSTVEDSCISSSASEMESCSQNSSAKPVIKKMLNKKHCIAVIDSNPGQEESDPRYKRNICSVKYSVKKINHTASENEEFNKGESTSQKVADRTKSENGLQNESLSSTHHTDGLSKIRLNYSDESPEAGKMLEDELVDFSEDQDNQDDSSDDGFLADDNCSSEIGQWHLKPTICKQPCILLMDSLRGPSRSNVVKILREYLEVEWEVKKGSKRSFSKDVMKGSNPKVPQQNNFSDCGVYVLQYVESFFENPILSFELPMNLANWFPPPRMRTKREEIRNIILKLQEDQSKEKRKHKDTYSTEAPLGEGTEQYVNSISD
# SENP1 FRET inh: human SENP1 catalytic domain inhibitors, primary screen, biochemical, FRET, uHTS | recombinant SENP1 catalytic domain, CyPet-SUMO1-YPet FRET cleavage | AID 624204, 2012 | inhibition, % at 10 µM | 360,000 tested, 0.21% active;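 active = inhibition at least 30% at 10 µM, raw YFP signal under a set limit, fluorescence ratio 0.5 to 1.5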;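 also: 0% = enzyme with DMSO and 100% = no enzyme wells; some results filed as inactive read as strong as hits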
# Target sequence (Q9P0U3 419-644 limits assumed): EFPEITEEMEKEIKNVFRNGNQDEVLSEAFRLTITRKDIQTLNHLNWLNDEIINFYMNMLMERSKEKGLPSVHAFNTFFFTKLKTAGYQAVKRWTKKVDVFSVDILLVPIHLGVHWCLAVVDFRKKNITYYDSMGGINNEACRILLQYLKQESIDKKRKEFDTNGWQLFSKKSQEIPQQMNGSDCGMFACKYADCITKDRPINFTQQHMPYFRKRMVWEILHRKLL
#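 material = recombinant human SENP1 catalytic domain, His6-tagged | quantity = 20 pM enzyme | reagent = 25 nM SUMO1 FRET substrate | compound dosing = 10 µM single point, 0.5% DMSO | timing = 50 min enzyme reaction, room temperature, light-protected | detection = FRET, CFP and YFP emission | control set = no-enzyme low, enzyme-DMSO high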
# SENP8 block-1: SENP8 protease inhibitors, primary screen, biochemical, luminescence; inhibition, % at 10 µM; AID 2540, 2010; purified SENP8, Z-RLRGG-aminoluciferin cleavage; Sentrin-specific protease 8 (Homo sapiens), Q96LD8; 330,000 tested, 1.2% active; in the data active = inhibition above about 50%
# SENP8 block-2: human SENP8 protease inhibitors, primary screen, biochemical, fluorescence, Nedd8 protein substrate, uHTS | recombinant SENP8 | inhibition, % at 20 µM | 360,000 tested, 0.64% active | Sentrin-specific protease 8 (Homo sapiens), Q96LD8 | AID 602440, 2012; in the data active = inhibition mostly above about 40%, no sharp cut-off; inactive = mostly below about 27%
# Apaf-1 inh: inhibitors of human Apaf-1 apoptosome, primary screen, biochemical, DEVD-Rh110 fluorescence, uHTS. inhibition, % at 20 µM. AID 489030, 2010. 330,000 tested, 0.71% active. reconstituted apoptosome caspase-3 activity; active = inhibition of at least 40% at 20 µM;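 also: plate controls were DMSO wells for no effect and DEVD-CHO caspase inhibitor wells for full effect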
#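 Assay system – apoptosome proteins · Medium – Hepes buffer, pH 7.5 · Also added – cytochrome c with DEVD-Rh110 · Timing – 30 min compound preincubation, 50 min activation, room temperature · Detection – Rh110 fluorescence, excitation 480 nm, emission 540 nm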
# SENP7 inh: SENP7 protease inhibitors, primary screen, biochemical, luminescence, uHTS. recombinant SENP7, Z-RLRGG-aminoluciferin luminescence, 40 min. inhibition, % at 5 µM. 330,000 tested, 1.5% active. AID 434973, 2010;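 active = inhibition above about 50% at the single test dose, limit read from the data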;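 also: plate controls were DMSO with enzyme for no effect and no enzyme buffer wells for full effect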
# APOBEC3G inh: APOBEC3G DNA deaminase inhibitors, primary screen, biochemical, fluorescence, single-stranded DNA substrate, uHTS; DNA dC->dU-editing enzyme APOBEC-3G (Homo sapiens), Q9HC16; recombinant A3G, ssDNA deamination FAM/TAMRA fluorescence; inhibition, % at 20 µM; 330,000 tested, 0.28% active;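 active = inhibition of at least 40% at 20 µM, with no more than 30% in the related APOBEC3A deaminase screen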;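 also: plate controls were DMSO wells with A3G for no effect and wells lacking A3G enzyme for full effect; some compounds called inactive have numbers as strong as hits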
# Active calls of the source: *; · = no result given.
SMILES,UBC13 inh,SENP6 block,SENP1 FRET inh,SENP8 block-1,SENP8 block-2,Apaf-1 inh,SENP7 inh,APOBEC3G inh
C/C(Cn1nnc([N+](=O)[O-])n1)=N\NC(=O)c1ccc(O)cc1O,-9,-4,2,-1,21,23,3,-9
CCCCC(=O)Nc1ccc(NC(=S)NC(=O)c2cccs2)cc1OC,10,0,0,-2,12,6,-3,-8
CCOc1ccccc1N(CC(=O)OC)S(C)(=O)=O,10,1,0,7,7,-31,8,-4
CCCCCNC(=O)c1ccc2c(=O)n(CC3CCCO3)c(=O)[nH]c2c1 (stereo not drawn),1,15,2,-8,-68,-2,3,-2
CC1CCCCN1C(=O)CN1C(=O)CSc2ccc(S(=O)(=O)N3CCOCC3)cc21 (stereo not drawn),-11,-9,1,-3,5,-12,6,-3
CCc1ccc(-n2c(=S)sc3c(=O)n(-c4ccccc4)c(SCC(=O)O)nc32)cc1,-13,-1,3,2,12,9,0,-7
Cc1nc2ccc(S(=O)(=O)NC(C(=O)Nc3nc4ccc(Cl)cc4s3)C(C)C)cc2s1 (stereo not drawn),1,-1,0,-7,5,9,-2,0
CC1CCCCN1Cc1c(O)ccc2c(=O)c(-c3nc4ccccc4s3)c(N)oc12 (stereo not drawn),-28,-5,-26,-6,-368,14,-6,-5
CCOc1ccc(OCC)c(NS(=O)(=O)c2ccc3c(c2)n(C)c(=O)c(=O)n3C)c1,-13,3,2,3,18,10,11,-1
CCOc1ccc(C(=O)CCC(=O)Nc2ccncc2)cc1,-12,-25,2,-13,-4,18,-12,-1
CCN(CC)C(=O)[C@H]1C[C@H](CC(=O)NCCc2ccccn2)C(=O)N2CCc3c([nH]c4ccc(Cl)cc34)[C@]12C,·,·,0,·,12,13,14,3
O=C(COC(=O)CCC(=O)c1ccc(Cl)cc1)NCC1CCCO1 (stereo not drawn),-8,14,1,2,7,11,2,0
CC(=O)Nc1ccc(C(=O)CSc2nnc3scc(-c4ccccc4)n23)cc1,13,10,-1,-9,10,-5,-3,-8
S=C(NCc1ccccn1)Nc1ccc(Br)cc1Cl,5,-4,-2,-1,1,4,7,-2
Nc1ncnc(NC2CCS(=O)(=O)C2)c1[N+](=O)[O-] (stereo not drawn),-6,-11,2,-4,13,-24,2,-7
O=C(CSc1nnc(-c2ccncc2)n1-c1ccc(F)cc1)NC(=O)NCc1ccco1,9,-4,-7,1,-5,-8,-2,8
C=CCNCCCCOc1ccc(OCc2ccccc2)cc1,14,-15,-1,-2,23,-3,-4,-3
Sc1oc(-c2ccccc2)cc1C=Nc1ccccc1,-10,-4,-5,-3,-236,-15,5,0
Cc1c(-c2nnnn2-c2ccc(F)cc2)cnc2cc3c(cc12)OCO3,8,-6,1,2,-74,11,-2,-1
CC(=O)N=c1sc2ccccc2n1C,-1,4,-1,-6,14,4,-6,-8
Cn1ncc2c(Nc3ccccc3Cl)nc(Cl)nc21,5,-11,2,6,12,-1,4,-4
N#CC(C#N)=C(Nc1ccccc1)c1ccccc1,-3,-3,1,5,10,12,8,-6
Cc1cc(N2CCN(C)CC2)nc2ccc(NC(=S)NCCCN3CCc4ccccc4C3)cc12,27,0,-20,5,-435,10,-13,-4
O=C(CN1CCCSc2ccccc21)N1CCN(S(=O)(=O)c2ccccc2)CC1,2,7,-2,-10,-8,17,-8,-2
COc1ccc(OC)c(S(=O)(=O)Nc2ccc3oc4c(c3c2)C(=O)CCC4)c1,-6,9,2,4,28,1,4,0
CCOc1ccc(/C(O)=C2\C(=O)C(=O)N(CCN(C)C)C2c2cccc(OC)c2OC)cc1Cl (stereo not drawn),-16,-6,-1,-9,-9,-1,-5,-13
CC(C)OCCCNC(=O)c1ccccc1Oc1ccccc1,-11,-11,0,-3,9,-3,-3,-7
CCCCN(C(=O)C1CCCC1)c1c(N)n(Cc2ccccc2)c(=O)[nH]c1=O,-1,3,1,2,6,3,10,2
CC(C)c1nnc(NC(=O)CC23CC4CC(CC(C4)C2)C3)s1,-5,1,1,-12,8,18,12,-8
CC(=O)N1CCc2ccc(NC(=O)c3c(-c4c(Cl)cccc4Cl)noc3C)cc21,11,-8,3,-8,14,3,7,-13
Cc1ccc2nc(-c3ccccc3)c(NC(=O)c3ccco3)n2c1,-2,-18,-1,4,10,-3,1,-6
O=C(CCCc1c[nH]c2ccccc12)NCc1ccc2c(c1)OCO2,4,-10,1,2,18,1,-1,-5
CCOc1ccc(NC(=O)CCC(=O)c2ccc(Br)cc2)cc1,-4,12,1,5,8,4,4,-4
Cc1ccc(CSc2nnc(-c3cccc4ccccc34)o2)cc1,8,6,2,8,-126,13,-3,-6
O=c1[nH]c(CN2CCc3ccccc32)nc2scc(-c3cccs3)c12,2,-1,3,-1,-30,16,1,11
O=C(NCC1CCCO1)c1ccc(NC(=O)C2C3C=CC(C3)C2C(=O)O)cc1 (stereo not drawn),-3,-4,0,4,19,-9,-2,-3
COc1ccc(Cl)cc1NC(=S)Nc1ccccc1C,-2,-3,-67,8,-2,6,4,-8
CCCCCc1c(C)nc(NCc2ccccc2)[nH]c1=O,2,-1,-1,-2,20,0,6,-10
O=C(COc1cc(F)ccc1[N+](=O)[O-])NCC1CCCO1 (stereo not drawn),-8,-26,3,-7,-18,5,5,-4
CCCCCOC(=O)NCC(O)c1ccccc1 (stereo not drawn),5,6,5,-5,6,-11,1,-1

# 13 of the compounds above, with two lines to a compound:
# Values run as follows: UBC13 inh, SENP6 block, SENP1 FRET inh, SENP8 block-1, SENP8 block-2, Apaf-1 inh, SENP7 inh, APOBEC3G inh
CC(C)OCCCNC(=O)c1ccccc1Oc1ccccc1
 : -11, -11, 0, -3, 9, -3, -3, -7
CCCCN(C(=O)C1CCCC1)c1c(N)n(Cc2ccccc2)c(=O)[nH]c1=O
 : -1, 3, 1, 2, 6, 3, 10, 2
CC(C)c1nnc(NC(=O)CC23CC4CC(CC(C4)C2)C3)s1
 : -5, 1, 1, -12, 8, 18, 12, -8
CC(=O)N1CCc2ccc(NC(=O)c3c(-c4c(Cl)cccc4Cl)noc3C)cc21
 : 11, -8, 3, -8, 14, 3, 7, -13
Cc1ccc2nc(-c3ccccc3)c(NC(=O)c3ccco3)n2c1
 : -2, -18, -1, 4, 10, -3, 1, -6
O=C(CCCc1c[nH]c2ccccc12)NCc1ccc2c(c1)OCO2
 : 4, -10, 1, 2, 18, 1, -1, -5
CCOc1ccc(NC(=O)CCC(=O)c2ccc(Br)cc2)cc1
 : -4, 12, 1, 5, 8, 4, 4, -4
Cc1ccc(CSc2nnc(-c3cccc4ccccc34)o2)cc1
 : 8, 6, 2, 8, -126, 13, -3, -6
O=c1[nH]c(CN2CCc3ccccc32)nc2scc(-c3cccs3)c12
 : 2, -1, 3, -1, -30, 16, 1, 11
O=C(NCC1CCCO1)c1ccc(NC(=O)C2C3C=CC(C3)C2C(=O)O)cc1 (stereo not drawn)
 : -3, -4, 0, 4, 19, -9, -2, -3
COc1ccc(Cl)cc1NC(=S)Nc1ccccc1C
 : -2, -3, -67, 8, -2, 6, 4, -8
CCCCCc1c(C)nc(NCc2ccccc2)[nH]c1=O
 : 2, -1, -1, -2, 20, 0, 6, -10
O=C(COc1cc(F)ccc1[N+](=O)[O-])NCC1CCCO1 (stereo not drawn)
 : -8, -26, 3, -7, -18, 5, 5, -4

# An excerpt from above in order of their number in SENP1 FRET inh, ascending.
SMILES	SENP1 FRET inh
COc1ccc(Cl)cc1NC(=S)Nc1ccccc1C	-67
Cc1ccc2nc(-c3ccccc3)c(NC(=O)c3ccco3)n2c1	-1
CCOc1ccc(NC(=O)CCC(=O)c2ccc(Br)cc2)cc1	1

# (cont.)
SMILES,UBC13 inh,SENP6 block,SENP1 FRET inh,SENP8 block-1,SENP8 block-2,Apaf-1 inh,SENP7 inh,APOBEC3G inh
CC(=O)Nc1ccc(C2(c3ccc(NC(C)=O)cc3)NC(=O)c3ccccc32)cc1,0,10,3,-2,15,-5,-2,-1
CC1(NC(=O)COc2ccccc2-c2ccccc2)CCS(=O)(=O)C1 (stereo not drawn),8,10,2,5,1,-2,11,1
Cc1cc(Oc2nc3c(C)cccn3c(=O)c2/C=C(\C#N)S(=O)(=O)c2ccc(Cl)cc2)ccc1Cl,-5,-5,-136,-3,-308,3,6,-9
COc1cc2c(cc1NC(=O)c1cc(-c3cccnc3)nc3ccc(C)cc13)oc1ccccc12,1,-3,1,-3,-18,-6,1,-7
COc1ccc([C@@H](NC(=O)OC(C)(C)C)C(=O)OC(C)(C)C)cc1,7,0,-2,-2,15,10,2,-5
O=C(COC(=O)c1ccccn1)NNC(=O)c1ccc([N+](=O)[O-])cc1,-3,-2,-11,-16,22,4,4,-10
CCc1c(C)nc2cc(-c3ccc(OC)c(OC)c3)nn2c1N1CCC(C)CC1,12,-4,1,-9,-329,26,-6,-3
Cc1ccc(S(=O)(=O)N2CCC(C(=O)NNC(=O)c3ccccc3O)CC2)cc1,10,-10,-2,5,-392,0,2,-5
COc1cccc(C2CC(C(F)(F)F)n3ncc(C(=O)NCC4CCCO4)c3N2)c1 (stereo not drawn),0,-41,3,-5,11,-7,-12,-10
O=C(Nc1cccc(Cl)c1)O/N=C\c1ccncc1,1,-2,2,-4,13,-14,-5,-5
Cc1cc(C)cc(OCCCCCNCCO)c1,7,-1,-1,-8,11,-13,-1,-2
COC(=O)c1ccccc1NC(=O)CSc1nnnn1C,0,-8,0,-4,4,15,-9,-8
Cc1cccc(N2CCN(C(=O)CCCn3c(=O)c4cccn4c4cccnc43)CC2)c1C,6,16,-9,8,-10,20,1,-2
CCCN1Cc2cccc(C(=O)NC(CC(=O)OCC)c3ccc(OC(C)C)cc3)c2C1=O (stereo not drawn),-4,-13,-1,-4,19,20,-2,-1
COc1cc(/C=C/C(=O)OCC(=O)NCc2cccs2)ccc1OC(F)F,-1,1,-1,-2,-4,14,-4,-5
COc1ccc(OC)c(CN2CCN(CC(=O)Nc3ccccc3C(=O)NC3CC3)CC2)c1,6,4,0,-8,14,0,4,-9
COc1ccc(OCC(=O)Nc2ccc(S(=O)(=O)Nc3cc(C)on3)cc2)cc1,-15,-23,-1,-6,10,-4,-3,27
CC(C)[C@H](NS(=O)(=O)c1ccc2c(c1)OCCO2)C(=O)OCC(=O)Nc1ccccc1,-2,2,-1,-4,11,0,7,-5
Nc1cc(N2CCCC2)c(Cl)cc1[N+](=O)[O-],-16,2,2,1,14,43*,-4,-7
COc1ccc(Cn2ccnc2)cc1[N+](=O)[O-],-9,-17,2,-12,4,-1,-4,-9
Cc1cc2ncc(-c3ccc(Cl)cc3)cn2n1,5,-1,1,39,2,-20,30,-11
